# Screening results deposited in PubChem by Johns Hopkins Ion Channel Center.
# CHT PAM – allosteric activators of human choline transporter CHT; CHT-expressing cells, membrane potential dye, choline EC20; stronger effect = higher value; LV-AA mutant CHT in HEK293 cells; 310,000 compounds, 0.49% hits; B-score at 10 µM;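 active means initial fluorescence not abnormally high and integrated response B-score, plate-corrected, over 3 SD above library mean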
# Target sequence (Q9GZV3 whole entry, looked up): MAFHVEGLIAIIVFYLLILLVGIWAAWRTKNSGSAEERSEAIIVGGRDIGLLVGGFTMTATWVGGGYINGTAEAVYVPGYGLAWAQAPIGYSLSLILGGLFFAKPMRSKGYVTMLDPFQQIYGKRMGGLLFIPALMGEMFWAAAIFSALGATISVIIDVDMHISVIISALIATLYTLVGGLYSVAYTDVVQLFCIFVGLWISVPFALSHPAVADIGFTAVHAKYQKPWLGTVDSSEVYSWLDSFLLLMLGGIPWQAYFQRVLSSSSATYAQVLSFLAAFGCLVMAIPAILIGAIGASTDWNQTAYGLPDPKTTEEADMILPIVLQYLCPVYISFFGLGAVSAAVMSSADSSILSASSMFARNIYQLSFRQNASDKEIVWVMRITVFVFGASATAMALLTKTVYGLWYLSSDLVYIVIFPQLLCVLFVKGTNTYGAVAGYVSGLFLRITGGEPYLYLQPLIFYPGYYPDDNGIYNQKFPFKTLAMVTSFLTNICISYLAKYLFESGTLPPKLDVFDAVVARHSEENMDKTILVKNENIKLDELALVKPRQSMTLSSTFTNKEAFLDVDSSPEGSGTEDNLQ
# CHT inh – inhibits the human high affinity choline transporter | CHT-expressing cells, membrane potential dye, choline response; stronger effect = lower value | AID 488975 | Q9GZV3 | B-score at 10 µM | 310,000 compounds, 0.86% hits;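 active means B-score over 3 SD under the library average, and starting fluorescence ratio not unusually high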;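 further: choline stimulus applied at its EC90 after an EC20 pre-addition; B-score computed on integrated fluorescence ratio after choline addition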
# The depositor's hits bear a star; i = inactive. Not a hit list (roughly 1.4% active in at least one column).
SMILES,CHT PAM,CHT inh
C=CCN1C(=O)C(Cc2cccc(Cl)c2)S/C1=N/N=C/c1ccco1 (configuration not stated),i,i
CCN=C1SC(C(N)=O)CC(=O)N1CC (configuration not stated),i,i
COc1ccc(CC(=O)NCC(c2ccc(OC)cc2)N(C)C)cc1 (configuration not stated),i,i
Cc1occc1C(=O)NCc1ccccc1,i,i
O=C1Nc2cc(C(=O)N3CCOCC3)ccc2SC1N1CCOCC1 (configuration not stated),i,i
Cc1cccc(OCCCC(=O)Nc2ccc(S(=O)(=O)Nc3nccs3)cc2)c1C,i,i
CN(C)S(=O)(=O)c1cccc(-c2cn3cccnc3n2)c1,i,i
Cc1ccsc1/C=C1/CN(C)Cc2c1nc1ccccc1c2C(=O)O,i,i
C/C(=N\NC(=O)Cc1ccccc1)c1ccc(Br)s1,i,i
CCOc1ccccc1NC(=O)C1CC2CCCC(C1)C2=O (configuration not stated),i,i
O=C(COc1ccccc1)Nc1nn[nH]n1,i,i
CCc1ccc2c(CN3CCC(C(=O)OC)CC3)cc(=O)oc2c1,i,i
COc1ccccc1N1CCN(Cc2cccc(OC)c2OC)CC1,i,i
COc1cccc(NC(=O)c2cc3cccc(OC)c3o/c2=N\O)c1,i,-5.3*
CCn1c(CSc2ncn[nH]2)nc2cc(C(=O)O)ccc21,i,i
CN1CCc2cccc3c2[C@H]1Cc1ccc(O)c(O)c1-3,i,i
Nc1nc(N2CCOCC2)nc(N(c2ccccc2)c2ccccc2)n1,i,i
CN(C)c1nc(F)c(F)c(S(=O)(=O)c2ccccc2)c1F,i,i
O=C(O)CN(Cc1ccco1)S(=O)(=O)c1ccc(F)cc1,i,i
CCn1cc(NC(=O)Nc2ccc(OC)c(OC)c2)c(C(N)=O)n1,i,i
CCCn1c(NC(=O)CN2C(=O)NC3(CCCCC3)C2=O)nc2ccccc21,i,i
O=c1[nH]c(-c2ccccc2)c(-c2ccccc2)nc1[N+](=O)[O-],i,i
N#Cc1cccc(C(c2nnnn2CCc2ccccc2)N2CCN(C3CCCCC3)CC2)c1 (configuration not stated),i,i
O=C(C1CCCO1)N1CCN(C(=S)Nc2cccc(F)c2)CC1 (configuration not stated),i,i
Cc1ccc(-c2nc(CS(=O)CC(=O)NCc3ccccn3)c(C)o2)cc1 (configuration not stated),i,i
O=C(CSC1CC(=O)N(CCc2ccccc2)C1=O)Nc1ccc(Br)cc1 (configuration not stated),i,i
COC(=O)c1ccc(CNC(=O)COC(=O)CCN2C(=O)C3CC=CCC3C2=O)cc1 (configuration not stated),i,i
CNC(=O)C(=O)Nc1c(C)cc(C)cc1C,i,i
COC(=O)c1ccc(-c2ncc[nH]2)cc1,i,i
Cn1c(-c2ccc(C=O)s2)nc2c3ccccc3c3ccccc3c21,i,i
O=C(OCc1ccc(Br)cc1)c1ccncc1,i,i
O=C1CSC(c2ccccn2)N1c1ccc2ccccc2c1 (configuration not stated),i,i
O=C(Nc1ccc(N2CCOCC2)cc1)C1CC1,i,i
O=C(Nc1ccc(N2CCCC2=O)cc1)c1cccc(F)c1,i,i
O=C(N[C@@H](Cc1ccccc1)C(=O)N[C@@H](Cc1ccccc1)C(=O)O)OCc1ccccc1,i,i
CCC(=O)Nc1cccc2cccnc12,i,i
Cc1cc(C)c(C)c(OCCCn2ccnc2)c1,i,i
Cc1ccn2c(=O)nc(SCC(=O)NCc3ccccc3)nc2c1,i,i
Cc1cccc(C(=O)Nc2ccc(S(=O)(=O)N3CCOCC3)cc2C)c1,i,i
CC1=C(C(=O)OCc2ccc(C)cc2)C(c2ccc(O)c([N+](=O)[O-])c2)NC(=O)N1 (configuration not stated),i,i
O=C(Cn1nnc(-c2ccncc2)n1)Nc1ccc2c(c1)CCC2,i,i
CC(C)OCCCNS(=O)(=O)c1ccc2c(c1)OCCO2,i,i
COc1ccc(CNC(=O)[C@H](Cc2ccccc2)NC(=O)C2CCNCC2)cc1,i,i
COc1ccc(CN2CCN(Cc3cc4ccccc4o3)CC2CCO)c(F)c1 (configuration not stated),i,i
Cc1cccc(NC(=O)c2ccc(Cl)c(S(=O)(=O)N3CCCCC3)c2)n1,i,i
CCNC(=S)N/N=C/c1ccc(C#N)cc1,i,i
C=CCc1ccc(OCCCCCN2CCOCC2)c(OC)c1,i,i
CC(C)c1ccc(OCC(=O)NC2CCCC2)cc1,i,i
CC(C)(C)C(=O)CC1(O)C(=O)N(Cc2ccccc2)c2ccccc21 (configuration not stated),i,i
CC(C)C(NC(=O)c1ccc(Cl)cc1)C(=O)NCC1CCCO1 (configuration not stated),i,i
CCOc1ccccc1NC(=O)c1ccccc1NC(=O)c1ccco1,i,i
CCN=C1SC(CC(=O)Nc2ccccc2)C(=O)N1CC (configuration not stated),i,i
CSCC(=O)N1CCCC(CNC(=O)c2ccccc2Cl)C1 (configuration not stated),i,i
COc1ccc2[nH]c3c(c2c1)CC(C)NC3=O (configuration not stated),i,i
COC(=O)NCC(c1cccnc1)N1CCN(c2ccccc2OC)CC1 (configuration not stated),i,i
Cc1ccc2cc(/C=N/NC(=O)c3ccccc3O)c(Cl)nc2c1,i,i
CCN(C(=O)c1cc2ccccc2oc1=O)c1ccccc1,i,i
COc1ccc(OC)c(NC(=O)c2sc3nc(C)cc(C)c3c2N)c1,i,i
CN1C/C(=C\c2ccc(N3CCOCC3)cc2)C(=O)/C(=C/c2ccc(N3CCOCC3)cc2)C1,i,i
O=C(CCc1nc2ccccc2s1)OCC(=O)N1CCN(C(=O)c2ccco2)CC1,i,i
# The list goes on.
SMILES,CHT PAM,CHT inh
COc1ccccc1N(CC(=O)NCCc1ccccc1)C(=O)CCC(=O)Nc1cc(C)ccn1,i,i
COc1ccc(/C=N/S(=O)(=O)c2ccccc2)cc1OC,i,i
COc1ccc(C(=O)C[n+]2ccc(-c3nnc4n3CCC4)cc2)cc1,i,i
COc1ccc(C(=O)Nc2c3c(nn2C(C)(C)C)CS(=O)(=O)C3)cc1OC,i,i
Cc1sc(NC(=O)C2CCCCC2C(=O)O)c(C(N)=O)c1-c1ccccc1 (configuration not stated),i,i
CC1CCN(C(=O)Nc2ccc3nsnc3c2)CC1,i,i
Cc1nnc(N(C)C(=O)c2ccccn2)s1,i,i
CCOC(=O)Cc1csc(NC(=O)CCc2ccccc2)n1,i,i
Cc1cc(N2C(=O)CC(Cc3ccccc3)C2=O)no1 (configuration not stated),i,i
O=C(NCc1ccccc1F)C1CCCN(C(=O)Nc2ccc(F)cc2)C1 (configuration not stated),i,i
CCOC(=O)C(C(=O)Nc1nccs1)C1CCCCC1 (configuration not stated),i,i
Cc1csc(NC(=O)CSc2nc(=O)[nH]c3c2CCCC3)n1,i,i
Cc1nc(=O)c(-c2ccccc2)c(C)n1-c1ccccc1Cl,i,i
CCOc1ccc(CNC2CCCCCCC2)cc1OC,i,i
COc1ccc(C2C(C#N)=C(N)OC3=C2C(=O)CC(C)(C)C3)c([N+](=O)[O-])c1OC (configuration not stated),i,i
Cc1ccc(C)c(S(=O)(=O)Nc2ccc(C(=O)N3CCC3)cc2)c1,i,i
Cc1ccc(S(=O)(=O)N2CCCC2CNC(=O)C(=O)NC2CC2)cc1 (configuration not stated),i,i
CCOC(=O)c1[nH]c(C)c(C(=O)Nc2ccc(C)cc2C)c1C,i,i
CC1CCCN(CCSc2ccc(Cl)cc2)C1 (configuration not stated),i,i
CCN(CC)S(=O)(=O)c1cccc(NC(=O)CN(C)Cc2cccc(OC)c2)c1,i,i
COc1ccc(OC)c(NC(=O)C2CCCCC2C(=O)O)c1 (configuration not stated),i,i
O=C(NCc1cccnc1)C1c2ccccc2C(=O)N1C1CCCCCCC1 (configuration not stated),i,i
COc1ccc(NC(=S)N2CCCCCC2)cc1OC,i,i
CCOC(=O)C1=C(N)N2C(=O)C(C)SC2=C(C(=O)OCC)C1c1cc(OC)c(OC)c(OC)c1 (configuration not stated),i,i
Cc1nc(N2CCN(c3ccccc3)CC2)[nH]c(=O)c1Cc1cccc2ccccc12,i,i
Cc1noc(C)c1S(=O)(=O)N1CCC2(CC1)OCCO2,i,i
CCOc1ccc(S(=O)(=O)N2CCCC(C(=O)NCC3CCCO3)C2)cc1 (configuration not stated),i,i
CC1CCC(NC(=O)CCS(=O)(=O)c2ccc3c(c2)NC(=O)C(C)S3)CC1 (configuration not stated),i,i
O=C(O)CCn1cc(-c2ccc(Cl)cc2)nc1-c1ccncc1,i,i
Cc1ccsc1/C=N/NC(=O)Cc1ccc(Cl)cc1,i,i
NC(=O)CC(NC(=O)Cc1ccc(Br)cc1)c1ccc(NCC2CC2)c([N+](=O)[O-])c1 (configuration not stated),i,i
COc1cc(/C=C(\NC(C)=O)C(=O)N2CCCCC2)ccc1OC(C)=O,i,i
COc1ccc(C(=O)O/N=C(\N)c2ccccc2)cc1,i,i
CSc1ccc(OC2CCCCC2NS(=O)(=O)c2ccc(Cl)cc2)cc1 (configuration not stated),i,i
COc1ccc(/C=C/C(=O)OCC(=O)NCc2cccs2)cc1OC,i,i
COc1ccc(C(=O)OCC(=O)NCC2CCCO2)cc1S(=O)(=O)N1CCCc2ccccc21 (configuration not stated),i,i
Cn1c(=O)n(-c2cccc(Cl)c2)c(=O)c2c3c(sc21)COC(C)(C)C3,i,i
O=C(O)[C@H](Cc1ccccc1)NC(=O)N1CCOCC1,i,i
Cc1cc(CNC(=O)c2cccnc2Cl)c2ccccc2n1,i,i
COc1ccc(CN2CCC(CO)(CCOc3ccccc3)CC2)cc1C,i,i
CC1(C)CC(=O)C(C=NCCN2CCOCC2)=C(O)C1,i,i
COc1cc(C)c(C(=O)CC(=O)c2c(C)cc(OC)cc2C)c(C)c1,i,i
Cc1ccccc1C(=O)c1cccn1CC(=O)NCC(C)c1ccccc1 (configuration not stated),i,i
COc1ccc(N2CC(C(=O)Nc3nc4ccccc4s3)CC2=O)cc1 (configuration not stated),i,i
COc1ccc(NC(=O)c2cccc(S(=O)(=O)Nc3ccc(Br)cc3)c2)cn1,i,i
C=CCn1c(N)c(C(=O)OCCC)c2nc3ccccc3nc21,i,i
O=C(Cn1cccc1C(=O)c1ccccc1)NCCc1ccccc1,i,i
CC1(c2nnc(-c3ccncc3)o2)CC(c2cccc(Cl)c2)=NO1 (configuration not stated),i,i
CC(=O)N(C)c1ccc(NC(=O)COc2ccc(Br)cc2C)cc1,i,i
Cc1ccc(C)c(NC(=O)CN(C)C(=O)c2cc(S(=O)(=O)N3CCOCC3)ccc2N2CCCC2)c1,i,i
CCOC(=O)c1c(C)oc(NC(=O)COc2ccc(Cl)cc2C)c1C#N,i,i
CC(O)c1cccc(NC(=O)CC(c2ccccc2)c2ccccc2)c1 (configuration not stated),i,-7.5*
COc1ccc(C2COC(=O)C2=N)c(NC(=O)c2ccccc2)c1 (configuration not stated),i,i
O=C(c1ccco1)N1CCN(CC2CC3C=CC2C3)CC1 (configuration not stated),i,i
O=C1c2ccccc2-c2ccc(C(=O)N3CCOCC3)cc21,i,i
CS(=O)(=O)CCC(C(=O)n1nnc2ccccc21)N1C(=O)c2ccccc2C1=O (configuration not stated),i,i
O=C(CCn1c(=O)c2cccn2c2ccc(F)cc21)NCCc1ccccc1,i,i
Cc1cc(N2C(=O)c3ccc(C(=O)Nc4ccccc4O)cc3C2=O)no1,i,i
CN(C)S(=O)(=O)c1ccc(C(=O)NCCSc2ccc(Br)cc2)cc1,i,i
N/C(=N\OC(=O)CC1CCCCC1)c1cccnc1,i,i
# More compounds.
SMILES,CHT PAM,CHT inh
COc1cccc(COC(=O)C2CCN(S(=O)(=O)c3ccc(Cl)cc3)CC2)c1OC,i,i
Cc1cc(N2CCN(C/C=C/c3ccccc3)CC2)n2ncnc2n1,i,i
Cc1cc(/C=N/N2CCN(C)CC2)c(C)n1-c1ccc(Cl)cc1,i,i
O=C(c1cc(COc2ccccc2)on1)N1CCCC(CN2CCOCC2)C1 (configuration not stated),i,i
CCOC(=O)c1c(NCc2ccccc2)n[nH]c1C,i,i
COc1ccc(/C=C2/CC/C(=C\c3ccc(OC)c(OC)c3OC)C2=O)c(OC)c1OC,i,i
O=C(NCc1ccccn1)Nc1cccc(Cl)c1Cl,i,i
COc1cc(C(=O)Nc2ccc3ccccc3c2)cc(OC)c1OC,i,i
Cc1ccc(N/C(N)=N/c2nc(CSc3ccccn3)cc(=O)[nH]2)c(C)c1,i,i
Cc1ccc(OCc2cc(C(=O)N(C)Cc3cnc4ccccn34)no2)cc1C,i,i
O=C(CNS(=O)(=O)Cc1ccccc1)NCc1ccccc1,i,i
